From PubChem
Vif-A3G inh: qHTS for Inhibitors of Vif-A3G Interactions: qHTS | DNA dC->dU-editing enzyme APOBEC-3G (Homo sapiens), Q9HC16 | HeLa A3G-eYFP + Vif (tagged APOBEC3G with the HIV-1 protein that degrades it), YFP fluorescence, overnight | Potency, µM (highest dose often 46.1 µM), inactives show at the top dose activity, negative = active, hits mostly inhibitors | 410,000 compounds, 0.076% hits | AID 602310, 2012;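 note: potency is the fitted concentration of half-maximal effect; % is set by controls: 0 for no effect and ±100 for the full control effect; nearly all actives have a fitted effect of over 60% in size; hits raise eYFP signal because A3G escapes Vif-driven loss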
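Read-out is eYFP fluorescence (Ex 488/Em 500-530) from Vif-expressing HeLa A3G-eYFP cells; more signal means A3G escaped Vif-mediated degradation. Cells plated overnight, compound pinned in, incubated overnight at 37 deg C.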
Vif-APOBEC3F blk: qHTS for Inhibitors of Vif-A3F Interactions: qHTS. HeLa A3F-eYFP + Vif (tagged APOBEC3F with the HIV-1 protein that degrades it), YFP fluorescence increase. Potency, µM (top dose mostly 46.1 µM), for the others: at the highest dose activity, negative = active. 390,000 compounds, 0.2% hits. AID 602313, 2012; note: potency is the fitted concentration of half-maximal effect; % of control where 0% means no effect; nearly all actives have a fitted effect of over 65% in size
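HeLa cells stably expressing Vif plus C-terminally eYFP-tagged A3F were seeded, incubated overnight at 37 deg C, dosed with compound, incubated overnight again at 37 deg C. Yellow fluorescence (Ex 488/Em 500-530) reported blocked Vif-mediated A3F-eYFP degradation.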
GRP78 ERSR act: qHTS for Inducers of the Endoplasmic Reticulum Stress Response (ERSR) in Human Glioma: qHTS; U87-MG GRP78 promoter luciferase reporter, 16 h; Potency, µM, for inactives: at the highest dose activation, usual class: activators; 420,000 compounds, 0.02% hits; note: potency is the fitted concentration of half-maximal effect; series mostly up to about 76 µM; % of control where 0% means no effect; nearly all actives have a fitted effect of over 35% in size
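Stably transfected U87-MG human glioma cells carrying a GRP78-based luminescent sensor were seeded at 1000 cells/well, pin-dosed with compounds and incubated 16 h. Luciferase reagent was then added, and end-point luminescence was read after 10 min at room temperature.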
D1 antagonist: Antagonist of Human D 1 Dopamine Receptor: qHTS; HEK293 TREx D1 cells, calcium flux, dopamine EC80; stronger effect = lower value; D(1A) dopamine receptor (Homo sapiens), P21728; AID 504652, 2011; 360,000 compounds, 3.2% hits; activity change, negative = inhibition, % at 10 µM; in the data active = activity change below about -30%; note: % is set by controls: 0 for no effect and ±100 for the full control effect
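Cells carrying a force-coupled, tetracycline-inducible human D1 receptor report calcium flux. Each well gets a 10 s baseline, compound with 180 s monitoring, then an EC80 dopamine stimulus with a second 180 s kinetic read.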
D1 ag: Allosteric Agonists of the Human D1 Dopamine Receptor: qHTS; activation, % at 2 µM; 360,000 compounds, 1% hits; D(1A) dopamine receptor (Homo sapiens), P21728; HEK293 T-REx D1 cells, calcium flux, agonist mode; in the data active = activation above about 30%; note: 0% is about no effect
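Inducible HEK293 T-REx D1 cells, force-coupled to calcium signalling, were plated at 4000 cells/well with tetracycline and held overnight at 30 C. After no-wash calcium dye loading, compound-evoked calcium rise over 180 s flagged agonists.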
D2 PAM: HTS Assay for Positive Allosteric Modulators of the Human D2 Dopamine Receptor: Primary Screen for Potentiators; D(2) dopamine receptor (Homo sapiens), P14416; HEK293 T-REx D2, calcium flux, EC20 dopamine potentiation; potentiation, % at 10 µM; 340,000 compounds, 0.34% hits;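 active = potentiation over 3 SD above the plate norm, cut at about 30% in these data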; note: 0% is about no effect
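Calcium flux readout, no-wash dye, 1 read/s. Inducible HEK293 Trex D2 line, overnight 30 C. Compound alone 180 s (agonist flags), then EC20 dopamine, another 180 s to score potentiation.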
D1 potentiator: Potentiators of Human D1 Dopamine Receptor: qHTS | D(1A) dopamine receptor (Homo sapiens), P21728 | HEK293 TREx D1 cells, calcium flux, dopamine EC20 potentiation | potentiation, % at 10 µM | 360,000 compounds, 0.036% hits | AID 504651, 2011; in the data active = potentiation above about 30%; note: 0% is about no effect
RXFP1 ag: qHTS Assay for Agonists of the Relaxin Receptor RXFP1; AID 2676, 2010; HEK293T-RXFP1 cAMP TR-FRET, 30 min; response scale: percent of porcine relaxin response, buffer zero; Potency, µM (titrated, usually from 57.5 µM), for inactives: at the top dose activation, actives largely listed as activators; 370,000 compounds, 0.3% hits; note: potency is the fitted concentration of half-maximal effect; % is set by controls: 0 for no effect and ±100 for the full control effect; nearly all actives have a fitted effect of over 60% in size; many of its hits are not listed in these tables
Target sequence (Q9HBX9 whole entry, looked up): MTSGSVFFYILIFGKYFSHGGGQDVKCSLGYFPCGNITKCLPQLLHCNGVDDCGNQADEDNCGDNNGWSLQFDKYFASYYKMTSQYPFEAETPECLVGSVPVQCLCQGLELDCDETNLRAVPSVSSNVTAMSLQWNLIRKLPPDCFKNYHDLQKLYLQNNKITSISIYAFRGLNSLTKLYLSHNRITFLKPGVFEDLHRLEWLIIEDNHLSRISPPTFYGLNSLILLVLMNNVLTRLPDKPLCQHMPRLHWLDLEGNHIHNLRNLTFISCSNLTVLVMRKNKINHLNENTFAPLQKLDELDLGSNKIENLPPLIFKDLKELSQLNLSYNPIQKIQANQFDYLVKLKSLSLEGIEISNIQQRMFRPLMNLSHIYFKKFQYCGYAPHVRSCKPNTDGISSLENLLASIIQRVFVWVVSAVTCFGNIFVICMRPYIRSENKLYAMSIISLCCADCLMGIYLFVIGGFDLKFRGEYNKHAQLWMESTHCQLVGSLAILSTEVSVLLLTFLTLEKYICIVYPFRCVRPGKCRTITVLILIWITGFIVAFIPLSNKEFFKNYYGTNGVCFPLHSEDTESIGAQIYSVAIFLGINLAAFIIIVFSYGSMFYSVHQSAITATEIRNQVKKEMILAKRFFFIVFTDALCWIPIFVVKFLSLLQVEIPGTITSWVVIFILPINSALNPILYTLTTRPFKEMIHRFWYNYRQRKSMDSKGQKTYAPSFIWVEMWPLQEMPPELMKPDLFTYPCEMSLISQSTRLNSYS
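HEK293T cells stably expressing RXFP1 were pretreated with the PDE4 inhibitor Ro 20174, exposed to compounds for 30 min at 37C, lysed, and cAMP was read by TR-FRET. Data normalized to buffer (basal) and 29 nM porcine relaxin (100%).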
LDHA inh: qHTS assay for inhibitors of human lactate dehydrogenase | L-lactate dehydrogenase A chain (Homo sapiens), P00338 | purified LDHA, NADH/diaphorase-resazurin fluorescence; stronger effect = lower value | activity change, % (values are at about 110 or 230 µM) | 480,000 compounds, 0.15% hits; in the data active = activity change below about -30%; inconclusive = mostly about -25% to -30%;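 note: plate controls were DMSO wells for no effect and wells without enzyme for full effect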
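Remaining NADH was detected by diaphorase (0.133 mg/mL) converting 37 µM resazurin to fluorescent resorufin, read at 0 and 20 minutes. The preceding 5-minute room-temperature reaction used 2 nM LDHA, 0.2 mM sodium pyruvate and 0.06 mM NADH at pH 7.4.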
An asterisk follows results filed as active; u = inconclusive; x = not tested or not shown; & = joins results of further samples. Unless noted, calls come from the whole dose curve; as a rule, active = well fitted curve in the direction sought with a large enough effect; inconclusive = small, poorly fitted or top-dose-only effect, or another doubt; inactive = no such curve, though single readings can be large; an effect the other way counts as inactive or inconclusive. An excerpt, so the mix of outcomes need not match the whole.

SMILES	Vif-A3G inh	Vif-APOBEC3F blk	GRP78 ERSR act	D1 antagonist	D1 ag	D2 PAM	D1 potentiator	RXFP1 ag	LDHA inh
Cc1ccccc1-n1nnnc1SCC(=O)Nc1ccc(S(=O)(=O)N2CCCC2)cc1	-2.0%	-12.3%	-0.2%	10.6	11.5	-2.8	-3.5	-0.2%	-3.2
N#C/C(=C\c1ccc(F)cc1)C(=O)Nc1ccccn1	0.9%	13.5%	-0.5%	-5.0	0.6	-1.4	-2.6	1.2%	-3.6
NC(=O)c1nn(-c2ccc(Cl)cc2Cl)c(=O)cc1O	-0.1%	7.1%	3.0%	-6.9	-1.2	-2.9	2.2	1.1%	-10.5
CC(NC(=O)COC(=O)/C=C/c1ccc(Cl)cc1)c1ccccc1 (centres undefined)	4.6%	16.1%	0.1%	1.9	1.6	1.4	-4.3	0.5%	-5.7
CCCc1cc(=O)oc2c3c(ccc12)OCN(Cc1ccccc1OC)C3	1.2%	1.5%	-4.2%	-9.4	10.8	-1.6	-1.4	25.9%	2.7
O=C(COC(=O)c1ccccc1NC(=O)c1ccccc1)c1cccc([N+](=O)[O-])c1	-0.2%	-2.6%	-4.7%	2.7	2.8	x	-0.1	0.1%	-4.6
Cc1ccccc1CSc1nc(-c2ccccc2)nc2c1Cc1c(CO)cnc(C)c1O2	4.4%	-1.7%	-3.7%	-5.7	3.2	-2.0	-0.9	6.1%	1.3
Cc1cccc(NC(=O)[C@@H]2CCCN2C(=O)OC(C)(C)C)c1C	2.1%	4.1%	-2.2%	-1.6	2.1	-3.0	-1.9	1.8%	-11.8
CCOc1ccccc1CNCCCSc1nnnn1C	-7.5%	4.1%	-2.8%	9.0	4.1	-2.2	-0.5	-1.7%	-14.9
COc1ccc(NC(=O)COC(=O)c2n[nH]c3ccccc23)c(OC)c1	-1.4%	15.0%	-1.4%	-0.9	4.3	-5.6	-5.2	-0.5%	0.2
CC(Sc1nnc(N)s1)C(=O)NNC(=O)c1cccc(Cl)c1 (centres undefined)	-1.2%	-11.2%	-1.8%	x	x	x	x	x	-0.5
CCCNC(=O)Cn1cnc2sc(C(=O)N3CCN(c4ccc(F)cc4)CC3)c(C)c2c1=O	1.1%	-1.8%	-3.0%	3.1	1.2	11.1	-1.3	8.1%	3.7
O=C1CCC([N+](=O)[O-])C(c2cccc3ccccc23)N1 (centres undefined)	1.1%	-13.0%	-2.6%	-0.3	1.2	3.1	2.8	0.8%	-9.1
O=C(COc1ccc(-c2nnco2)cc1)Nc1c(F)cccc1F	1.0%	-7.5%	-0.9%	-2.5	1.4	4.9	1.6	-0.3%	-2.2
CCOC(=O)[C@@H]1[C@H]2COc3ccc(Br)cc3[C@H]2N2C(=O)N(c3ccc(C(F)(F)F)cc3)C(=O)[C@]12C	-1.5%	1.5%	-4.7%	x	x	x	x	x	-7.4
CCOC(=O)c1c(NC(=O)CN2C(=O)NC3(CCCCC3C)C2=O)sc(C(=O)N(C)C)c1C (centres undefined)	-5.1%	-2.9%	-2.4%	-14.0	0.0	1.2	-9.8	-0.1%	-6.1
Cc1cc(C)c2c(=O)[nH]c(SCC(=O)N3CCCCC3)nc2n1	0.1%	8.0%	-3.3%	4.3	3.1	-4.4	-3.7	-1.6%	0.1&-9.3
CC(=O)C1=C(C)Nc2ncnn2C1c1ccc(O)cc1 (centres undefined)	1.4%	-9.2%	0.2%	3.5	3.6	2.2	-7.7	-3.8%	-0.6
O=Nc1c2ccc[nH]c-2c2ccc([N+](=O)[O-])cc12	-5.6%	5.2%	0.1%	5.6	0.8	-9.9	-5.2	1.0%	-4.8
CCOc1ccc(-c2nnc(SCC(=O)NCc3ccccc3)o2)cc1	-6.5%	-1.6%	-1.8%	-16.4	19.3	1.4	-3.1	u	-0.8
O=C(Nc1nnc(C2=COCCO2)o1)C1CCCCC1	2.7%	1.5%	-2.1%	4.3	5.7	1.1	x	1.2%	-5.8
CC(=O)Nc1sc(C)c(C)c1C(=O)Nc1ccc(C)cc1	-2.6%	6.6%	-1.2%	4.6	-1.7	5.2	6.0	-0.7%	-1.5
Cn1c(=O)c(C=Nc2ccccc2)c(O)c2ccccc21	x	x	x	-6.6	-0.1	-2.2	0.7	3.3%	x
COc1cccc(-c2nnc3sc(C4CCCCC4)nn23)c1	0.6%	16.5%	3.2%	22.8	2.6	15.6	2.1	0.3%	-2.6
COc1ccc(N2C(=S)N(C(=O)c3ccccc3)C(=Nc3ccccc3)C2=Nc2ccccc2)cc1	-9.0%	0.4%	-4.8%	x	x	x	x	x	-13.1

More records.
SMILES	Vif-A3G inh	Vif-APOBEC3F blk	GRP78 ERSR act	D1 antagonist	D1 ag	D2 PAM	D1 potentiator	RXFP1 ag	LDHA inh
CCCOC(=O)C1[C@H]2C(=O)N(CCCOC)C[C@]23C=C[C@H]1O3 (some centres undefined)	1.5%	-23.7%	-1.0%	0.8	1.5	-9.4	3.5	0.4%	-4.2
CCC1CCC(c2nnc(-c3ccc(Br)cc3)o2)CC1 (centres undefined)	-6.9%	-16.9%	5.7%	-28.1	1.1	-6.9	-6.0	-0.2%	-12.2&-5.1
COc1ccc(Cl)cc1NC(=O)CSc1nnc(CNC(=O)c2cccs2)o1	1.6%	1.6%	-5.7%	-1.4	2.8	-4.2	-1.2	1.9%	-2.4
Cc1ccc(C)c(NC(=O)CSc2nc(-c3ccccc3)cc(=O)[nH]2)c1	6.4%	-0.3%	-1.7%	5.0	4.6	2.7	-0.6	-0.5%	-10.9
Cc1nn(-c2ccc(F)cc2)c(-n2cccc2)c1C(=O)N1CCN(c2ccccc2)CC1	-1.5%	-0.4%	-2.8%	21.0	-0.1	4.9	0.1	0.6%	1.1
CC(C(=O)NC1CCCCC1)N1C(=O)c2cccc3cccc1c23 (centres undefined)	3.3%	2.7%	-8.0%	5.8	-1.2	-3.0	1.2	0.1%	4.1
CCN(CC)S(=O)(=O)c1ccc(Cl)c(C(=O)Nc2cccnc2)c1	4.7%	1.0%	0.2%	-0.9	2.2	11.2	-12.8	2.4%	-9.7
COc1ccccc1OCC(=O)NCCSCc1ccc(Cl)cc1	1.4%	-1.7%	-2.7%	6.0	6.3	-9.6	-6.2	-0.4%	-4.3
CCOCCn1c(N2CCN(c3ccccc3)CC2)nc2c1c(=O)[nH]c(=O)n2C	0.4%	0.3%	-4.0%	-13.4	-0.3	8.9	-3.3	-4.2%	-3.0
O=C(Nc1ccc(S(=O)(=O)N2CCc3ccccc32)cc1)c1ccc2c(c1)OCO2	1.6%	-4.4%	0.8%	-8.4	5.3	13.9	-3.9	0.1%	-9.1
COc1ccc(OC)c(NC(=O)CS(=O)(=O)c2cn(CC(=O)N3CCOCC3)c3ccccc23)c1	4.8%	7.8%	14.2%	27.9	2.5	12.5	-8.1	-1.0%	8.8
Cc1nonc1NC(=O)N1CCCC1	1.0%	0.2%	-1.8%	-0.8	4.1	x	-1.2	-4.0%	3.4
O=C(c1ccco1)N1CCN(C(=O)c2ccc(Br)o2)CC1	2.2%	-13.2%	-0.8%	x	x	x	x	x	-8.8
CC1Cn2c(nnc2-c2cccc(N)c2)S1 (centres undefined)	0.7%	-7.6%	-3.0%	-7.5	0.2	-1.1	4.2	4.5%	-3.8
NC(=O)Cn1nnc(-c2ccc(C(F)(F)F)cc2)n1	0.3%	-8.0%	-0.7%	-19.9	4.8	9.2	-4.4	-2.1%	0.0
O=C(C1=C[C@@H](C2CCCCC2)C[C@@H](OCc2ccc(CO)cc2)O1)N1CCN(Cc2ccc3c(c2)OCO3)CC1	-0.6%	6.4%	-2.6%	16.8	1.6	-3.1	-2.2	-0.5%	0.5
Cc1cccc(NC(=O)CCS(=O)(=O)c2ccc3c(c2)NC(=O)CS3)n1	-0.7%	-7.3%	-3.7%	-3.2	2.4	-3.4	-2.3	-1.0%	-2.1
CCOC(=O)c1sc2nc3c(cc2c1N)COC(C)(CC)C3 (centres undefined)	0.0%	0.8%	4.5%	4.3	0.8	-6.2	-5.2	4.6%	0.0
O=C(Cn1c(=O)[nH]c2ccccc2c1=O)N1CCN(c2cccc(Cl)c2)CC1	-5.3%	1.6%	-3.2%	-2.5	-0.4	-2.3	-4.8	-1.7%	-1.4
COc1ccc(OCC(O)CNC(=O)/C=C/c2cccc([N+](=O)[O-])c2)cc1 (centres undefined)	-0.2%	2.9%	-4.1%	5.1	1.0	3.7	3.7	0.7%	-1.9
O=C(c1ccco1)N1N=C(C2CCCCC2)CC1(O)C(F)(F)F (centres undefined)	-0.3%	8.6%	-2.6%	-38.3*	1.8	14.3	-4.6	-0.3%	-4.5
CCCCn1c(N)c(N(CCOC)C(=O)C2CCN(S(=O)(=O)c3ccc(Cl)cc3)CC2)c(=O)[nH]c1=O	-0.8%	-3.8%	-3.1%	-7.3	2.7	-0.2	4.5	-1.2%	-7.5
COc1ccc(S(=O)(=O)n2c([N+](=O)[O-])cnc2C)c(C)c1C	0.0%	0.4%	-3.1%	23.9	-3.0	x	-2.6	-2.6%	-2.5

3 compounds from above, arranged by the value under D1 antagonist, largest number first.
Molecule	D1 antagonist
COc1ccc(OCC(O)CNC(=O)/C=C/c2cccc([N+](=O)[O-])c2)cc1 (centres undefined)	5.1
CC1Cn2c(nnc2-c2cccc(N)c2)S1 (centres undefined)	-7.5
O=C(Nc1ccc(S(=O)(=O)N2CCc3ccccc32)cc1)c1ccc2c(c1)OCO2	-8.4
